Screening data as filed in PubChem BioAssay.
GPR55 LPI antagonism: GPR55 antagonists blocking LPI-driven arrestin recruitment, primary screen, imaging, U2OS, beta-arrestin-GFP, LPI agonist (AID 2013) | U2OS GPR55 beta-arrestin-GFP translocation imaging, LPI antagonism; higher % means a stronger effect | inhibition, % at 10 µM; hits with a dose series show IC50 in µM | 290,000 tested, 0.13% active;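 active = spots per cell inhibited over 60%, with over 100 cells counted and total cytoplasm intensity under 500,000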;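 also: U2OS cells stably carrying GPR55 and arrestin-GFP stimulated by 5 µM LPI near EC80; imaged beta-arrestin-GFP aggregate spots per cell after agonist stimulation; plate controls were LPI-stimulated DMSO wells for no effect and DMSO wells without LPI for full effect; some results filed as inactive read as strong as hits; confirmed hits need IC50 under 10 µM and bright autofluorescent wells are also inconclusive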
KOR beta-arrestin-1: kappa opioid receptor activators – cell-based, luminescence, uHTS, primary screen (AID 1777) | KOR beta-arrestin recruitment, luminescence; higher % means a stronger effect | activation, % at 10 µM, or EC50 in µM where a hit was titrated | 280,000 tested, 0.02% active; in the data active = activation above about 50%, passing the limit was not always enough; also: a part of the inactive calls stands beside numbers as strong as those of hits
HIV peptide binding: cell-free HIV fusion peptide-binding blockers – biochemical, uHTS, fluorescence dequenching, primary screen (AID 1986) | cell-free peptide binding, fluorescence dequenching, 30 min; higher % means a stronger effect | 290,000 tested, 0.3% active | one-dose inhibition, % at 20 µM; IC50 in µM for titrated hits; in the data active = inhibition mostly above about 52%, no sharp cut-off; inactive = mostly below about 76%; also: some results filed as inactive read as strong as hits
NOD1 NF-kB reporter: inhibition of NOD1-driven NF-kB reporter – cell-based, luminescence, uHTS, primary screen (AID 1578); NOD1-driven NF-kB luciferase reporter cells, luminescence; higher % means a stronger effect; one-dose inhibition, % at 4 µM; EC50 in µM for titrated hits; 290,000 tested, 1% active; in the data active = inhibition mostly above about 36%, no sharp cut-off; inactive = mostly below about 34%;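 also: HEK-293T reporter cells stimulated with the NOD1 agonist gamma-tri-DAP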
Myeloid diff MLP: compounds promoting myeloid differentiation; ER-HoxA9 myeloid progenitors, lysozyme-GFP differentiation, flow cytometry; calls only at 10 µM; 360,000 tested, 1% active;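 active = normalized GFP-positive differentiation at or above the plate's own cutoff, the solvent-only control mean plus 3 SD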;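 also: cells exposed to compound for four days before flow analysis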
GPR55 activation: GPR55 agonists via beta-arrestin recruitment, primary screen, imaging, U2OS cells, beta-arrestin-GFP redistribution (AID 1961) | U2OS GPR55 beta-arrestin-GFP redistribution imaging; higher % means a stronger effect | activation, % at 10 µM; hits with a dose series show EC50 in µM | 290,000 tested, 0.048% active;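 active = activation above 40% with more than 50 cells counted in the well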;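 also: U2OS osteosarcoma cells stably expressing GPR55 and beta-arrestin-GFP; plate controls were DMSO negative control for no effect and LPI positive control for full effect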
NOD2 inhibition: inhibition of NOD2-driven NF-kB reporter – cell-based, luminescence, uHTS, HEK293 (AID 1566). HEK293 NOD2/NF-kB luciferase reporter, luminescence; higher % means a stronger effect. inhibition, % at 4 µM; hits with a dose series show EC50 in µM. 290,000 tested, 0.63% active; also: many of its hits are not listed in these tables
GPR35 antagonists: GPR35 antagonists blocking zaprinast-driven arrestin recruitment, primary screen, imaging, U2OS, beta-arrestin-GFP, zaprinast agonist (AID 2058); U2OS GPR35 beta-arrestin-GFP translocation imaging, zaprinast antagonism; higher % means a stronger effect; 290,000 tested, 0.052% active; inhibition, % at 10 µM, or IC50 in µM where a hit was titrated;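 active = inhibition of at least 50% with at least 30 cells and total cytoplasm GFP at most 10,000,000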
KOR beta-arrestin-2: kappa opioid receptor blockers – cell-based, luminescence, uHTS (AID 1778) | KOR beta-arrestin recruitment, luminescence, antagonist mode; higher % means a stronger effect | inhibition, % at 10 µM; hits with a dose series show IC50 in µM | 290,000 tested, 0.091% active; also: strong numbers were not always called active
Myeloid diff MLP GFP+ MAC1+ %: further read-out of Myeloid diff MLP, marked with its call; GFP+ MAC1+ double positive, %; measured here: differentiation confirmed by MAC1 staining
* hit, by the source's call; i = inactive; / = not tested or not shown; [ ] = another dose, or the depositor's remark. Rule as the data show it, unless noted: active = inhibition above about 50%; inactive = the rest. Some of the compounds tested (hit frequency here may not be typical).

Sequence of screens: GPR55 LPI antagonism	KOR beta-arrestin-1	HIV peptide binding	NOD1 NF-kB reporter	Myeloid diff MLP	Myeloid diff MLP GFP+ MAC1+ %	GPR55 activation	NOD2 inhibition	GPR35 antagonists	KOR beta-arrestin-2
- COc1ccc(C(=O)N2CCOCC2)cc1S(=O)(=O)N1CCC(C)CC1
  15.3%	-3.2%	0.5%	-20.1%	i	0.5	-0.2%	3.5%	-4.8%	13.2%
- O=C1CCN(C(=O)CCCn2c(=O)oc3ccccc32)CC1
  16.3%	-4.7%	1.0%	-32.9%	i	0.4	1.1%	6.8%	-5.3%	20.3%
- C=CCn1c(O)c(/C(C)=N/N2CCCCCC2)c(=O)[nH]c1=O
  -3.0%	4.8%	-0.9%	-6.9%	i	0.4	-0.3%	15.5%	7.9%	30.2%
- C1=C(c2c[nH]c3ccccc23)CCNC1
  -5.0%	-7.4%	1.2%	2.4%	/	/	-0.2%	5.6%	7.9%	-33.8%
- CCN1C(=O)C(=Cc2ccc(C)s2)C(=O)N(CC)C1=S
  10.7%	4.6%	9.0%	-52.8%	i	2.3	0.2%	-20.0%	7.0%	19.5%
- Cc1c(/C=N/NC(=O)c2ccccc2O)c2ccccn2c1C(=O)c1ccc(F)cc1
  3.3%	2.9%	8.8%	10.3µM*	i	0.5	-0.2%	6.46µM*	7.8%	/
- COc1c(C=C2C(=O)NC(=O)NC2=O)c(CCN(C)C(=O)c2ccccc2)cc2c1OCO2
  8.0%	-3.2%	0.1%	34.8%	i	0.9	-0.2%	17.7%	-4.7%	-37.2%[20 µM]
- O=c1c2ccccc2nc(Cc2ccccc2)n1-c1ccccc1O
  -0.9%	1.3%	-0.6%	7.3%	i	0.6	-0.2%	23.9%	17.0%	11.5%
- Cc1cccc2c1=NC(=O)/C(=C/c1c(O)[nH]c(=O)[nH]c1=O)C=2
  -0.8%	-5.0%	-0.7%	-19.9%	i	0.5	0.2%	7.4%	-11.4%	6.5%
- Cc1nn(Cc2ccccc2)c(C)c1C=C1C(=O)NC(=S)NC1=O
  0.2%	-3.1%	13.3%	4.4%	i	0.0	-0.2%	5.2%	-2.3%	/
- COc1cc(Cn2c(N)c(C(=O)NCc3ccco3)c3nc4ccccc4nc32)cc(OC)c1OC
  -5.9%	8.3%	11.3%	21.2%	i	2.3	0.0%	-23.0%	-22.1%	-12.0%
- Fc1cccc(C2NCCc3[nH]cnc32)c1 (stereo not given)
  -4.7%	5.2%	-0.4%	-14.4%	i	0.5	-0.1%	17.9%	-11.8%	10.8%
- O=c1c2ccccc2nc(Cc2ccccc2)n1-c1ccccc1
  0.2%	-8.6%	0.7%	-30.2%	i	0.3	-0.3%	-1.7%	1.8%	-14.8%[20 µM]
- COc1ccccc1-n1c(-c2ccccc2Br)nc2ccccc2c1=O
  -8.5%	3.8%	-1.0%	-5.2%	i	0.3	-0.1%	12.0%	14.8%	-22.8%
- Cc1cc(C)n2nc(SC(C)C(=O)N3CCC4(CC3)OCCO4)nc2n1 (stereo not given)
  3.3%	0.2%	0.5%	-22.5%	i	4.0	-0.1%	9.0%	5.7%	0.7%
- COc1ccc(OC)c(C(c2c(O)c3ccccc3oc2=O)c2c(C)n(C)n(-c3ccccc3)c2=O)c1 (stereo not given)
  5.7%	-6.7%	1.9%	-18.5%	i	0.6	0.1%	8.3%	6.2%	-11.4%
- CCc1c(C)nc(N)nc1N1N=C1SCCOc1ccccc1
  -0.8%	2.6%	0.6%	30.9%	i	0.1	-0.1%	4.2%	-9.4%	-18.9%[20 µM]
- CCN(CC)c1ccc([N+](=O)[O-])c2cccnc12
  -3.5%	0.1%	-1.8%	5.0%	i	0.1	-0.4%	19.5%	-2.8%	-20.1%
- c1cc2c(cc1CN1CCNCC1)OCO2
  -2.2%	-5.1%	-1.4%	0.7%	i	0.5	-0.1%	1.4%	0.1%	34.3%
- Cc1cc(C(=O)CS(=O)(=O)c2ccc(F)cc2)cc(C)c1OC(=O)N(C)C
  -3.7%	-5.6%	-3.0%	1.1%	i	0.1	-0.3%	-34.6%	4.0%	27.1%

One compound at a time, as listed above. Order of screens: GPR55 LPI antagonism | KOR beta-arrestin-1 | HIV peptide binding | NOD1 NF-kB reporter | Myeloid diff MLP | Myeloid diff MLP GFP+ MAC1+ % | GPR55 activation | NOD2 inhibition | GPR35 antagonists | KOR beta-arrestin-2
`COc1ccc(C(=O)N2CCOCC2)cc1S(=O)(=O)N1CCC(C)CC1` as listed: 15.3% | -3.2% | 0.5% | -20.1% | i | 0.5 | -0.2% | 3.5% | -4.8% | 13.2%
`O=c1c2ccccc2nc(Cc2ccccc2)n1-c1ccccc1` as listed: 0.2% | -8.6% | 0.7% | -30.2% | i | 0.3 | -0.3% | -1.7% | 1.8% | -14.8%[20 µM]
`CCN(CC)c1ccc([N+](=O)[O-])c2cccnc12` as listed: -3.5% | 0.1% | -1.8% | 5.0% | i | 0.1 | -0.4% | 19.5% | -2.8% | -20.1%

Continuation:
Sequence of screens: GPR55 LPI antagonism	KOR beta-arrestin-1	HIV peptide binding	NOD1 NF-kB reporter	Myeloid diff MLP	Myeloid diff MLP GFP+ MAC1+ %	GPR55 activation	NOD2 inhibition	GPR35 antagonists	KOR beta-arrestin-2
- Cc1ccc(/C=C2\C(=O)NC(=O)N(Cc3ccccc3Cl)C2=O)o1
  18.4%	0.6%	32.3%	40.5%	i	0.4	0.3%	12.7%	3.5%	-50.3%
- O=C1/C(=C\c2ccc3c(c2)OCO3)N2CCC1CC2
  17.1%	-1.8%	1.3%	-8.4%	i	4.4	0.0%	6.8%	1.2%	-18.0%
- Cc1ccc(C(=O)C2(C)N(O)C(C)C(c3cccs3)=[N+]2[O-])cc1 (stereo not given)
  -6.6%	-1.5%	2.9%	-3.5%	i	1.6	0.1%	12.7%	-1.8%	-4.7%
- C=CCn1c(O)c(C(CC)=Nc2ccc(NC(C)=O)cc2)c(=O)[nH]c1=O
  -2.3%	-0.8%	-1.3%	1.4%	i	0.7	-0.3%	27.5%	-3.9%	32.0%
- CC1(C)C(C(=O)NN2C(=O)c3ccccc3C2=O)C1(C)C
  6.6%	5.9%	0.7%	-6.5%	i	0.7	0.0%	12.2%	-1.4%	-5.6%
- O=C1NC(=S)NC(=O)C1=Cc1ccc2c(c1)CCN2CCCCl
  -2.8%	-0.7%	19.6%	-4.1%	i	0.5	-0.2%	-3.5%	5.9%	31.8%
- O=c1c2ccccc2nc(-c2ccccc2)n1-c1ccccn1
  0.4%	/	-1.2%	-34.3%	i	0.6	0.2%	10.7%	8.5%	-41.7%[20 µM]
- Cc1cc([N+](=O)[O-])c2ccccc2[n+]1[O-]
  -11.3%	1.2%	-1.8%	0.7%	/	/	0.4%	-15.7%	3.3%	13.4%
- O=S(=O)(c1ccccc1)N1CC1c1ccccc1 (stereo not given)
  -1.0%	4.6%	1.9%	24.1%	i	0.6	-0.1%	-0.2%	2.6%	11.5%
- COc1ccc(-n2c(-c3ccccc3)nc3ccccc3c2=O)cc1
  7.1%	-1.1%	0.8%	-2.4%	i	0.3	-0.3%	20.0%	9.2%	-12.1%
- O=c1[nH]c(=S)n(CCC2=CCCCC2)c(O)c1C=NCc1cccnc1
  4.9%	-1.8%	-3.3%	0.1%	i	0.7	-0.1%	10.5%	-0.4%	-31.4%
- CCn1cc(C(=O)N2CCC3(CC2)OCCO3)c(=O)c2cc(S(=O)(=O)N3CCCC3)ccc21
  -15.7%	1.3%	-0.9%	29.5%	i	1.3	-0.2%	12.7%	2.8%	9.4%
- CN1CCN(C(=O)O[C@H]2c3nccnc3C(=O)N2c2ccc(Cl)cn2)CC1
  -8.6%	7.4%	1.6%	-11.5%	i	0.3	-0.1%	-18.9%	-12.5%	9.5%
- COc1ccccc1OCC#CCN1CCOCC1
  19.0%	-4.0%	-0.5%	-9.1%	i	0.5	0.2%	6.3%	6.1%	-15.1%
- COc1ccc(C2C([N+](=O)[O-])=C(N)Oc3c2c(=O)oc2ccccc32)cc1 (stereo not given)
  10.6%	0.1%	17.2%	-8.8%	/	/	-0.3%	17.1%	1.4%	14.5%
- COCCNC(=O)CN1C(=O)CN=C(c2ccccc2)c2ccccc21
  -14.3%	-1.6%	0.0%	4.2%	i	0.3	-0.1%	15.7%	-10.9%	27.4%
- Cc1cccc(-c2nc3ccccc3c(=O)n2-n2cccc2)c1
  -4.4%	3.3%	1.4%	-2.5%	i	0.4	-0.2%	2.3%	-9.0%	-16.6%
- CCOP(=O)(C#CC(C)(C)C)C(C)(O)c1ccccc1 (stereo not given)
  0.1%	-4.9%	-2.1%	2.0%	i	1.0	0.4%	-0.1%	9.7%	-4.0%
- Fc1ccc(N2CCN(Cc3ccc4c(c3)OCO4)CC2)cc1
  -4.9%	-2.4%	1.9%	12.6%	i	8.5	-0.1%	-28.3%	-6.8%	10.8%
- CC(C)CN(CC(C)C)C(=O)C1C2c3ccccc3C(c3ccccc32)C1C(=O)O (stereo not given)
  -7.2%	9.1%	3.3%	6.2%	i	0.6	0.3%	12.2%	2.1%	-21.1%
- CCN(CC)C(=O)N[C@H]1C[C@@H]2c3cccc4[nH]cc(c34)C[C@H]2N(C)C1
  4.0%	-2.4%	13.8%	-18.1%	i	6.0	0.1%	-3.3%	-17.2%	0.7%
- CN1CCN(c2ccc([N+](=O)[O-])c3no[n+]([O-])c23)CC1
  -17.3%	2.6%	145.8%	-14.4%	/	/	0.3%	-146.5%	7.6%	45.9%
- CN1CCN(c2nc3c(c(=O)[nH]2)CCC3)CC1
  10.2%	2.8%	0.2%	0.7%	i	0.7	-0.2%	-2.1%	2.5%	-33.4%[20 µM]
- NC12CN3CN(CN(C3)C1)C2 (tested in a mixture with another compound)
  19.5%	-5.9%	6.6%	10.5%	i	1.7	-0.3%	2.8%	32.1%	-3.7%
- CCCC12CN3CCN(C1)CC(CCC)(C3)C2=O
  6.2%	1.9%	0.9%	-11.2%	i	0.3	-0.6%	14.5%	0.7%	23.3%
- N#C/C(=C(/O)c1ccc(S(=O)(=O)N(CCCl)CCCl)cc1)c1nc2ccccc2[nH]1
  3.7%	0.7%	1.2%	-7.9%	i	0.2	-1.9%	-37.7%	-8.6%	44.9%
- COC(=O)C(O)(c1ccc(N(C)C)cc1)C(F)(F)F (stereo not given)
  12.6%	/	-1.7%	-8.4%	i	2.0	0.1%	10.4%	-0.9%	-3.4%[20 µM]
- CCCn1ncc(C(=O)O)c1C
  0.7%	21.5%	0.3%	-2.2%	i	1.4	0.1%	-3.6%	-6.7%	12.9%
- CC(=O)Nc1ccc([As](=O)(O)c2ccc([N+](=O)[O-])cc2)cc1
  3.3%	-2.1%	-0.4%	4.0%	i	2.7	0.4%	6.1%	0.7%	18.6%
- Cn1c(O)c(/C=C2\C=Nc3ccc(Br)cc32)c(=O)n(C)c1=O
  0.9%	9.9%	40.6%	-16.0%	i	1.3	-0.1%	-18.5%	3.6%	-48.7%
